Screening results deposited in PubChem by several laboratories.
TbMetRS inhib – T. brucei MetRS inhibitors, primary screen, biochemical, luminescence | actives 0.4% (n = 360,000) | purified T. brucei MetRS, ATP depletion, Kinase-Glo luminescence | AID 624268, 2012 | methionyl-tRNA synthetase (Trypanosoma brucei brucei) | inhibition, % at 11.9 µM;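 active = inhibition above a per-plate cutoff of the control wells' mean inhibition plus 3 SD, cut at about 5.5% in these data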;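 also: 0% = DMSO wells median and 100% = median of wells with control inhibitor compound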
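Material – parasite MetRS enzyme · Medium – HEPES-MgCl2-KCl buffer plus DTT, spermine, BSA, pyrophosphatase · Reagent – ATP, methionine and E. coli bulk tRNA substrates · Times – 15 min enzyme-compound preincubation, 2 h reaction, 10 min detection, 25 °C · Measured by – luminescence of leftover ATP · Evaluation – percent inhibition relative to median high and low control wells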
Neddylation inh – inhibitors of cullin neddylation, primary screen, biochemical, TR-FRET, uHTS, NAE and Ubc12; calls only at 25 µM; AID 651699, 2012; actives 0.58% (n = 360,000); in the data active = inhibition above about 36%
Rin1-Abl PPI inh – inhibitors of Rin1-Abl protein binding, primary screen, biochemical, TR-FRET; Tyrosine-protein kinase ABL1 (Homo sapiens) + Ras and Rab interactor 1 (Homo sapiens), …; inhibition, % at 7.35 µM; actives 0.4% (n = 360,000); AID 588664, 2011; in the data active = inhibition above about 5%, passing the limit was not always enough
Target sequence (P00519 whole entry, looked up): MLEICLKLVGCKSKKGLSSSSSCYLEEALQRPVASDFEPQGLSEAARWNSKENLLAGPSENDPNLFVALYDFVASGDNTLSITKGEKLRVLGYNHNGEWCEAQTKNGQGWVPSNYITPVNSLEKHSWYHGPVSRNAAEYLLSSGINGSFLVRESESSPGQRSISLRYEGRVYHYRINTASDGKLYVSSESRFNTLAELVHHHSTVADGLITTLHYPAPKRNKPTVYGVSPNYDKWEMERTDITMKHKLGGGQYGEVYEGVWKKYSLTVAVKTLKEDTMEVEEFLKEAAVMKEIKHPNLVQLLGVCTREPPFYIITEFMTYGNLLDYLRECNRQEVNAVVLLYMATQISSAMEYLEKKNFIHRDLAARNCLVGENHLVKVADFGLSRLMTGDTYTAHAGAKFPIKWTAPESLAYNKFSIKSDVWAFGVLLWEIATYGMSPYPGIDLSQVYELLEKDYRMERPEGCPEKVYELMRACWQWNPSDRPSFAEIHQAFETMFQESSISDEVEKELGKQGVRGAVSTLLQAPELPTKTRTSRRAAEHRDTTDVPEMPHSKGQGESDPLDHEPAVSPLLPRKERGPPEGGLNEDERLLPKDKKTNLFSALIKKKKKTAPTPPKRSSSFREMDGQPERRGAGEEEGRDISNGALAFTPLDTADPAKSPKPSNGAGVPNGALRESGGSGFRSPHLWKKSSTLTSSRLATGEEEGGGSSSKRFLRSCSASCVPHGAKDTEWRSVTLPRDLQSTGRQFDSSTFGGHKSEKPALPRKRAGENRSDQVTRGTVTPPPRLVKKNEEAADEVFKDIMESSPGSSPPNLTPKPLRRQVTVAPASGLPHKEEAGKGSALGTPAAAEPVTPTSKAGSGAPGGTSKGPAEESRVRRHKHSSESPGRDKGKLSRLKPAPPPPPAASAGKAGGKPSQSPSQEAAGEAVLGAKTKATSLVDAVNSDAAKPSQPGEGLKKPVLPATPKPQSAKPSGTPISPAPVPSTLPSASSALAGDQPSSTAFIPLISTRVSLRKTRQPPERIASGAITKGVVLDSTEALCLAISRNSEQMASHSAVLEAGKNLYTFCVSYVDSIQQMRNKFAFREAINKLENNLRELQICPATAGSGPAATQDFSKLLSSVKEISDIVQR
Target sequence (Q13671 whole entry, looked up): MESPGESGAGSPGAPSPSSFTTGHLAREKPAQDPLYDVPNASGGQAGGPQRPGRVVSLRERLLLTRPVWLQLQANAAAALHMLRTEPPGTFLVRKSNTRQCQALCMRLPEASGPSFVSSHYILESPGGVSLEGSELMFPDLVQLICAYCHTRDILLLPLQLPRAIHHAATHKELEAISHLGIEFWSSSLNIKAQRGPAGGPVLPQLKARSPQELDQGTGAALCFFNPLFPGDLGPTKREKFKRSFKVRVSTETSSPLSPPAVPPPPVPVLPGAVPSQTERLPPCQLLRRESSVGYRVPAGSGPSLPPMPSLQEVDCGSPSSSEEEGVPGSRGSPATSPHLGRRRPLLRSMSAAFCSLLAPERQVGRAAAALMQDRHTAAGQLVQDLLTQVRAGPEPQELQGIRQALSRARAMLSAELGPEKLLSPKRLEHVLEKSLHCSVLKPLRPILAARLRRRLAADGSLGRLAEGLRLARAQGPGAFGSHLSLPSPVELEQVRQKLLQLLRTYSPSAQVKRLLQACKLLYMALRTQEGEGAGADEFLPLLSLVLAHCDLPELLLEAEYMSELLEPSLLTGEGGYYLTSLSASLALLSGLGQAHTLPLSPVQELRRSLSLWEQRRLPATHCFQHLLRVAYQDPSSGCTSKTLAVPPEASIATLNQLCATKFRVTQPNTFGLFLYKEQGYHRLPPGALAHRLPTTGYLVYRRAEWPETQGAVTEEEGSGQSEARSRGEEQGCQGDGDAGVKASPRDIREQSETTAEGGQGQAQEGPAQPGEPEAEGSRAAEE
FAS-TE inh – FAS thioesterase domain inhibitors, primary screen, biochemical, fluorescence intensity, uHTS | actives 0.67% (n = 360,000) | recombinant FAS-TE, OMFH fluorogenic substrate, fluorescence endpoint | inhibition, % at 15 µM | Fatty acid synthase (Homo sapiens), P49327;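 active = compounds whose normalised, plate-corrected inhibition of enzyme fluorescence in the single-dose primary screen is 50% or more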;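 also: 0% = DMSO with enzyme and 100% = substrate without enzyme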
bovine MsrA act – bovine MsrA enzyme activators, primary screen, biochemical, absorbance, HTS; Methionine sulfoxide reductase A (Bos taurus); purified bovine MsrA, absorbance read-out; activation, % at 10.6 µM; actives 0.3% (n = 360,000); in the data active = activation above about 7.5%;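 also: 0% = vehicle and 100% = reference activator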
CSN inh – inhibitors of CSN-mediated cullin deneddylation, primary screen, biochemical, fluorescence polarization, uHTS | Purified CSN, SCF-Nedd8-OG deneddylation | inhibition, % at 12.5 µM | actives 0.38% (n = 360,000) | AID 651999, 2013;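 active = pattern-corrected inhibition above about 35%, with an unprinted fluorescence ratio check between 0.5 and 1.5, limit read from the data, passing the limit was not always enough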;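 also: 0% = enzyme with substrate and 100% = substrate without enzyme; some results filed as inactive read as strong as hits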
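Test system: Human Csn5 produced in HEK293T cells | Compound: 12.5 µM single point | Times: 90 min, room temperature | Signal: Fluorescence polarization readout | Read-out basis: % inhibition of substrate cleavage by Csn5 | Controls: no-enzyme wells high, enzyme-with-substrate wells low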
MsrA inh – bovine MsrA enzyme inhibitors, primary screen, biochemical, absorbance, HTS. actives 0.75% (n = 360,000). inhibition, % at 15.5 µM. purified bovine MsrA, absorbance read-out. AID 651718, 2012; in the data active = inhibition above about 4.5%;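 also: 0% = vehicle wells with enzyme and 100% = reference inhibitor wells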
MLLE-PAM2 inh – inhibitors of PABP1 MLLE–PAM2 peptide binding, primary screen, biochemical, fluorescence polarization, FITC-PAM2, GST-MLLE; Polyadenylate-binding protein 1 (Homo sapiens), P11940; inhibition, % at 20 µM; actives 0.36% (n = 360,000); in the data active = inhibition above about 35%, passing the limit was not always enough;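 also: plate controls were DMSO wells with GST-MLLE for no effect and wells lacking GST-MLLE protein for full effect; some results filed as inactive read as strong as hits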
eLon inh – inhibitors of E. coli Lon protease, primary screen, biochemical, fluorescence polarization; P0A9M0; purified E. coli Lon protease; inhibition, % at 7.94 µM; actives 0.42% (n = 360,000); AID 602123, 2011; in the data active = inhibition above about 13%, passing the limit was not always enough;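 also: 0% = enzyme with probe and DMSO and 100% = no enzyme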
Numbers without * were called inactive; i = inactive; · = not tested or not shown.

1: COCCn1c(SCC(=O)Nc2ccc(Cl)cn2)nnc1-c1ccncc1
2: CCOc1ccc(OCCC(=O)N(CC(C)C)c2c(N)n(Cc3ccccc3)c(=O)[nH]c2=O)cc1
3: O=C(Nc1cc2c(cc1Cl)-c1ccc([N+](=O)[O-])cc1C2=NO)C(F)(F)F
4: COCC(=O)NC1CCN(CC(=O)Nc2ccc(OC)cc2[N+](=O)[O-])CC1
5: CC(C)C[C@H](NC(=O)c1nc[nH]c1C(=O)NCC(=O)OCc1ccccc1)C(=O)OC(C)(C)C
6: CC(=O)c1ccc(NC(=S)NC(=O)/C=C/c2ccc(F)cc2)cc1
7: CCN(CC)C(C(=O)Nc1ccc(C(C)C)cc1)c1ccc2c(c1)OCO2 (stereo not drawn)
8: O=S1(=O)CC(O)C(NCCO)C1 (stereo not drawn)

entry no.	1	2	3	4	5	6	7	8
TbMetRS inhib	-0.6	-0.1	0.6	0.5	-0.1	0.0	-0.7	0.2
Neddylation inh	i	i	i	i	i	i	i	i
Rin1-Abl PPI inh	-1	4	-4	-5	2	1	-3	2
FAS-TE inh	0	-1	-152	-6	19	2	18	0
bovine MsrA act	-1	-3	-5	-4	1	-2	2	-1
CSN inh	-5	0	14	3	-4	4	7	-8
MsrA inh	-0.4	0.8	·	0.2	-0.7	·	-0.6	1.0
MLLE-PAM2 inh	-9	12	-40	6	-10	8	3	4
eLon inh	6	1	-41	-1	-9	-9	13	3

9: CCOC(=O)C1CCCN(C(=O)c2ccc(C)c(S(=O)(=O)N3CCCCC3)c2)C1 (stereo not drawn)
10: COc1ccc(S(=O)(=O)N2CCC(C(=O)NCCCc3ccccc3)CC2)cc1
11: COC(=O)C[n+]1cccc2ccccc21
12: Cc1ccnc(NC(=O)c2ccc(S(=O)(=O)N3CCCCC3)cc2)c1
13: COCCNC(=S)N(CCc1c(C)[nH]c2ccc(C)cc12)Cc1cccnc1
14: CCC(=O)Nc1nc2ccc(NC(=O)c3cc(OC)c(OC)c(OC)c3)cc2s1
15: c1ccc2c(Nc3nc(-c4ccncc4)nc4ccccc34)cccc2c1
16: COc1ccc(CNC(=O)CSc2nc(C)cs2)cc1

entry no.	9	10	11	12	13	14	15	16
TbMetRS inhib	-0.7	-0.3	0.3	-0.3	-0.7	-0.9	-0.3	0.4
Neddylation inh	i	i	i	i	i	i	·	i
Rin1-Abl PPI inh	2	-3	-15	2	-1	0	1	2
FAS-TE inh	0	2	-29	-5	1	6	4	1
bovine MsrA act	-12	-2	-2	-2	-5	-8	1	-2
CSN inh	-1	1	-53	-4	-1	-8	102	-3
MsrA inh	0.2	0.1	1.4	0.1	-1.5	0.4	1.3	1.0
MLLE-PAM2 inh	3	-6	154	1	-148	5	14	-2
eLon inh	0	1	100*	-4	1	-1	-1	-4

Quoted from above: entries 1 to 2
1: COCCn1c(SCC(=O)Nc2ccc(Cl)cn2)nnc1-c1ccncc1
2: CCOc1ccc(OCCC(=O)N(CC(C)C)c2c(N)n(Cc3ccccc3)c(=O)[nH]c2=O)cc1

entry no.	1	2
TbMetRS inhib	-0.6	-0.1
Neddylation inh	i	i
Rin1-Abl PPI inh	-1	4
FAS-TE inh	0	-1
bovine MsrA act	-1	-3
CSN inh	-5	0
MsrA inh	-0.4	0.8
MLLE-PAM2 inh	-9	12
eLon inh	6	1

The results go on:
17: OC[C@@H]1CN(Cc2ccccc2)C[C@H](n2cnc3c(NCc4ccc(F)cc4)ncnc32)O1
18: O=C(c1ccncc1)N(Cc1ccco1)Cc1cc2ccccc2[nH]c1=O
19: CCOC(=O)c1c(N2C(=O)Nc3ccccc3N2O)sc2c1CCCCC2
20: Cc1ccc(-c2cc(C(=O)NCc3ccc4c(c3)OCO4)[nH]n2)c(O)c1C
21: COc1ccc(N(CC(=O)NCc2ccco2)S(=O)(=O)c2ccc(C)cc2)cc1
22: COC(=O)CCC(=O)Nc1ccc(C)cc1OC(=O)CCC(=O)OC
23: COc1ccccc1-c1c(C)oc2c(CN3CCCCC3C)c(O)ccc2c1=O (stereo not drawn)
24: N#Cc1ccc(-c2nc3ccccc3c(=O)n2O)cc1

entry no.	17	18	19	20	21	22	23	24
TbMetRS inhib	-0.3	-0.8	-0.2	-0.1	-0.6	-0.1	-0.5	0.9
Neddylation inh	i	i	i	i	i	i	·	i
Rin1-Abl PPI inh	-5	1	1	-2	-2	1	-1	-2
FAS-TE inh	-5	-10	-12	22	2	-8	-6	-5
bovine MsrA act	-3	-3	-2	-1	-1	-5	0	-2
CSN inh	1	1	8	-2	0	3	-1	-1
MsrA inh	-0.7	1.3	-0.6	0.6	·	1.9	2.8	3.1
MLLE-PAM2 inh	6	1	5	2	8	2	-1	-3
eLon inh	-9	6	0	5	9	-1	-1	-3

25: O=C(Nc1cccc(Cl)c1)NC1CCS(=O)(=O)C1 (stereo not drawn)
26: CCCCOC(=O)C1=C(C)Nc2ncnn2C1c1cc(OC)c(OC)cc1OC (stereo not drawn)
27: Cc1ccc(-c2nnn(CC(=O)N(Cc3cccs3)C(C(=O)NC(C)(C)C)c3ccc(C)o3)n2)o1 (stereo not drawn)
28: CC(C)CN(C(=O)c1cccc(Cl)c1)c1c(N)n(Cc2ccccc2)c(=O)[nH]c1=O
29: COc1ccc(CCNC(=O)CSc2nc(C)nc3sccc23)cc1OC
30: COc1ccc(N(CC(=O)Nc2ccc(OC)cc2OC)S(=O)(=O)c2ccccc2)cc1
31: OC(c1ccccc1)c1nccn1Cc1ccccc1 (stereo not drawn)
32: CCc1ccc(CN(C)CC(=O)Nc2sccc2C#N)cc1

entry no.	25	26	27	28	29	30	31	32
TbMetRS inhib	0.4	-0.2	-0.1	0.2	-0.8	-0.1	-0.5	-0.2
Neddylation inh	i	i	i	i	i	i	i	i
Rin1-Abl PPI inh	0	0	1	3	-2	-1	2	-3
FAS-TE inh	-5	-7	2	0	-5	38	-4	10
bovine MsrA act	-3	-7	-10	-6	-3	-1	-1	0
CSN inh	-6	2	-1	-5	-7	-9	-6	4
MsrA inh	0.1	0.6	0.1	-0.9	1.4	0.1	0.1	0.1
MLLE-PAM2 inh	6	7	4	-14	11	-1	-8	-7
eLon inh	0	10	-2	8	-5	-4	-11	-11

Six entries out of the list above, sorted by the value under TbMetRS inhib, falling.
| no. | SMILES | TbMetRS inhib |
| --- | --- | --- |
| 25 | O=C(Nc1cccc(Cl)c1)NC1CCS(=O)(=O)C1 (stereo not drawn) | 0.4 |
| 28 | CC(C)CN(C(=O)c1cccc(Cl)c1)c1c(N)n(Cc2ccccc2)c(=O)[nH]c1=O | 0.2 |
| 30 | COc1ccc(N(CC(=O)Nc2ccc(OC)cc2OC)S(=O)(=O)c2ccccc2)cc1 | -0.1 |
| 26 | CCCCOC(=O)C1=C(C)Nc2ncnn2C1c1cc(OC)c(OC)cc1OC (stereo not drawn) | -0.2 |
| 31 | OC(c1ccccc1)c1nccn1Cc1ccccc1 (stereo not drawn) | -0.5 |
| 29 | COc1ccc(CCNC(=O)CSc2nc(C)nc3sccc23)cc1OC | -0.8 |

(more compounds)
33: CCc1cccc(C)c1NC(=O)COC(=O)CSCc1ccccc1
34: O=[N+]([O-])c1ccccc1S(=O)(=O)Nc1nc2ccccc2s1
35: CC(NC(=O)COC(=O)Cn1cc(C(F)(F)F)ccc1=O)c1ccccc1 (stereo not drawn)
36: COc1ccc(NC(=O)c2c(Cl)cnn2C)c(C)c1
37: COc1cc(C=O)cc(OC)c1OS(=O)(=O)c1ccc(NC(C)=O)cc1
38: CC(Cc1cccs1)NC(=O)Nc1ccccc1 (stereo not drawn)
39: CC(=O)Nc1ccc(NC(=O)CSC2=NCCS2)cc1
40: CC1CCCN(C(=O)COC(=O)c2ccc[nH]c2=O)C1 (stereo not drawn)

entry no.	33	34	35	36	37	38	39	40
TbMetRS inhib	-0.2	-0.5	-0.2	-0.6	0.1	-0.1	-0.6	-1.6
Neddylation inh	i	i	i	i	i	i	i	i
Rin1-Abl PPI inh	2	5	1	2	-3	3	6	1
FAS-TE inh	-5	-3	-8	-2	-2	-4	-8	-2
bovine MsrA act	-2	-4	5	-1	-2	-2	-1	-8
CSN inh	2	-1	-7	-3	4	3	-6	-2
MsrA inh	-1.4	0.6	1.0	1.9	0.6	-0.5	-0.9	-0.1
MLLE-PAM2 inh	-10	-1	-5	3	8	3	30	9
eLon inh	-1	0	2	4	-4	-6	2	-9

41: Oc1ccc2ccccc2c1CN1CCN(c2ccccc2F)CC1
42: O=C(CCCOc1ccc(Cl)cc1Cl)Nc1ccc(O)cc1C(=O)O
43: COC(=O)Cn1cnc2c(nnn2Cc2ccc(Cl)cc2)c1=O
44: COc1ccc(N2CC(C(=O)N[C@@H](C)C(=O)N[C@H](CO)c3ccccc3)CC2=O)cc1 (stereo partly drawn)
45: O=C(c1ccc(N2CCN(C3CC(=O)N(Cc4cccs4)C3=O)CC2)cc1)c1cccnc1 (stereo not drawn)
46: O=C1NC2(CCCc3ccccc32)C(=O)N1Cc1nnc(-c2ccccc2Br)o1 (stereo not drawn)
47: CCOC(=O)c1cnc(SC)nc1Oc1cccc(NC(=O)c2ccc(Cl)cc2)c1
48: CC(=O)OC(C(=O)N1CCN(c2ccccc2F)CC1)c1ccccc1 (stereo not drawn)

entry no.	41	42	43	44	45	46	47	48
TbMetRS inhib	-0.8	3.4	0.1	-1.6	2.2	-1.4	-1.7	0.1
Neddylation inh	i	·	i	i	i	i	i	i
Rin1-Abl PPI inh	-6	5	0	-4	-5	-2	0	-1
FAS-TE inh	16	-8	-3	-5	1	6	14	0
bovine MsrA act	-1	-11	-3	-3	-2	0	-7	7
CSN inh	-3	2	1	-4	1	2	-3	-1
MsrA inh	-0.1	2.3	0.2	-1.4	1.9	-0.3	-0.8	1.7
MLLE-PAM2 inh	17	-8	-9	-3	-11	-3	15	-2
eLon inh	5	0	-4	-11	-2	5	-10	-4

49: Cc1ccc(N2C(=O)CC(N3CCN(S(=O)(=O)c4ccccc4)CC3)C2=O)c(C)c1 (stereo not drawn)
50: Cc1cc(C(=O)N/N=C2\CCCC(=O)C2)c2ccccc2n1
51: COc1cc(/C=C2\S/C(=N/S(=O)(=O)c3ccccc3)NC2=O)c([N+](=O)[O-])cc1OC
52: COC(=O)c1nnn(CC(=O)Nc2ccc(C)c(F)c2)c1C(=O)OC
53: CC1(C(=O)NCc2ccccc2Br)CCN1Cc1c(F)cccc1F (stereo not drawn)
54: COCc1nnc(NC(=O)c2ccco2)s1

entry no.	49	50	51	52	53	54
TbMetRS inhib	-0.2	-0.3	-0.5	-0.2	0.7	-0.3
Neddylation inh	i	i	i	i	i	i
Rin1-Abl PPI inh	5	-4	-2	0	-1	-1
FAS-TE inh	-4	-8	1	-6	16	-5
bovine MsrA act	-5	-4	-1	7	-1	-2
CSN inh	-4	0	-2	2	-2	-8
MsrA inh	0.6	0.6	3.1	-0.8	0.2	2.0
MLLE-PAM2 inh	0	5	21	19	7	5
eLon inh	-6	15	5	-12	1	-5

Structures listed so far shown as hits in eLon inh:
#	structure	TbMetRS inhib	Neddylation inh	Rin1-Abl PPI inh	bovine MsrA act	CSN inh	MsrA inh	MLLE-PAM2 inh	eLon inh
11	COC(=O)C[n+]1cccc2ccccc21	0.3	i	-15	-2	-53	1.4	154	100*
